Bioassay records deposited in PubChem BioAssay by Sanford-Burnham Center for Chemical Genomics.
SUMO1-SIM PPI: modulators of SUMO1 protein-protein interactions, primary screen, biochemical, uHTS | 0.33% of 360,000 active | SUMO1 binding to a labelled peptide, TR-FRET, 1 h | Small ubiquitin-related modifier 1 (Homo sapiens), P63165 | inhibition, % at 20 µM; in the data active = inhibition above about 37%
Target sequence (P63165 whole entry, looked up): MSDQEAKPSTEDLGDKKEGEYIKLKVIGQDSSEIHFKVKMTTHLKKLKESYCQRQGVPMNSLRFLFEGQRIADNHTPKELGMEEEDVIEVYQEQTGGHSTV
NRP1-CendR mod: modulators of CendR peptide binding to NRP-1, primary screen, biochemical, fluorescence polarization, uHTS; Neuropilin-1 (Homo sapiens), O14786; FAM-RPARPAR peptide binding to NRP-1; inhibition, % at 25 µM; 0.85% of 360,000 active;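 active = inhibition or corrected inhibition above about 18%, plus a signal ratio from 0.5 to 1.5, limit read from the data, passing the limit was not always enough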; note: strong numbers were not always called active
LMPTP inh: LMPTP phosphatase inhibitors, primary screen, biochemical, fluorescence intensity, uHTS | recombinant LMPTP-A, OMFP fluorogenic substrate | inhibition, % at 20 µM | 0.22% of 360,000 active;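 active = compounds that cut the enzyme signal by at least half of the control window in the single-dose screen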;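 note: plate controls were DMSO wells with enzyme plus substrate for no effect and substrate without enzyme for full effect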
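Test system – LMPTP-A enzyme · Amount – LMPTP-A at 0.625 nM final in the reaction · Buffer or medium – Bis-Tris pH 6.0, DTT, detergent · Reagent – OMFP 400 µM · Doses – single 20 µM dose · Schedule – reaction 50 min, room temperature, dark · Detection – fluorescence intensity of OMFP turnover product · Evaluation – percent inhibition versus substrate-only and uninhibited controls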
STEP block: STEP phosphatase inhibitors, primary screen, biochemical, fluorescence intensity, uHTS; Tyrosine-protein phosphatase non-receptor type 5 (Homo sapiens), P54829; recombinant STEP, OMFP fluorogenic substrate; inhibition, % at 20 µM; 0.25% of 360,000 active; AID 588621, 2011;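 active = inhibition at 20 µM, scaled per plate between control wells, above about 37%, limit read from the data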;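 note: 0% = DMSO with enzyme and substrate and 100% = substrate only without enzyme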
Target sequence (P54829 whole entry, looked up): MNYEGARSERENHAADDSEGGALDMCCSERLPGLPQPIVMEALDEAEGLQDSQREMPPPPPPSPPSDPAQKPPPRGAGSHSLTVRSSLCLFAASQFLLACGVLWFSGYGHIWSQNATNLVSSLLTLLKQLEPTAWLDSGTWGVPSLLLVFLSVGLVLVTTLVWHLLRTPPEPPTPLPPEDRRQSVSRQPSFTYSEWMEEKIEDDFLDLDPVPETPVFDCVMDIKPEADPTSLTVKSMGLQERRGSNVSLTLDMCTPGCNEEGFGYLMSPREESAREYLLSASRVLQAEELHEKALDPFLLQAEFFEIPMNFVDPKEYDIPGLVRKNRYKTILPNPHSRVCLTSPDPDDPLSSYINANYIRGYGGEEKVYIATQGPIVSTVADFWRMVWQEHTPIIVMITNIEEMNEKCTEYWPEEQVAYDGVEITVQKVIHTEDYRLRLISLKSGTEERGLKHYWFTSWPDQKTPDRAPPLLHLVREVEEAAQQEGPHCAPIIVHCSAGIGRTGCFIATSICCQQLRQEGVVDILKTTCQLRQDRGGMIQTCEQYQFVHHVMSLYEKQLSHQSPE
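System: STEP (striatal-enriched tyrosine phosphatase) enzyme, cell-free; medium: Bis-Tris pH 6.0 buffer with DTT, detergent; dosing: 20 µM, 1% DMSO; times: reaction 20 min, ambient temperature; detection: fluorescence, 480/540 nm; read-out basis: normalized % inhibition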
Scp-1 inhibitor: Scp-1 phosphatase inhibitors, primary screen, biochemical, colorimetric, uHTS; Carboxy-terminal domain RNA polymerase II polypeptide A small phosphatase 1 (Homo …; Recombinant Scp1, phosphopeptide, malachite green phosphate absorbance; inhibition, % at 20 µM; 0.88% of 340,000 active;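 active = inhibition above about 50% at 20 µM, limit read from the data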;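 note: plate controls were DMSO wells with enzyme for no effect and wells lacking enzyme for full effect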
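Times: enzyme reaction 45 min at room temperature, colour 5 min, stabilisation 30 min. Material: SCP-1 catalytic fragment, aa 76-261. Medium: Acidic Tris acetate buffer with magnesium and detergent. Signal: colorimetric free-phosphate detection, absorbance 630 nm. Read-out basis: % inhibition of SCP-1 phosphate liberation. Reagent: Phosphorylated 17-residue peptide substrate.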
NadD block: inhibitors of S. aureus NadD, primary screen, biochemical, colorimetric, uHTS; 0.78% of 360,000 active; inhibition, % at 20 µM; Nicotinate-nucleotide adenylyltransferase NadD (Staphylococcus aureus N315); purified NadD enzyme, colorimetric absorbance read-out; AID 602399, 2012; in the data active = inhibition above about 26%; note: some compounds past the cut are filed as inactive
Rpn11 inh: Rpn11 (PSMD14) deubiquitinase inhibitors, primary screen, biochemical, fluorescence polarization, uHTS. 0.59% of 360,000 active. 26S proteasome non-ATPase regulatory subunit 14 (Homo sapiens), O00487. human 26S proteasome, Ub4-pepOG fluorescence polarization; 20S core pre-blocked with epoxomicin. calls only at 20 µM. AID 588493, 2011;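 active = inhibition at 20 µM, scaled to each plate's controls, above about 33%, limit read from the data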
Target sequence (O00487 whole entry, looked up): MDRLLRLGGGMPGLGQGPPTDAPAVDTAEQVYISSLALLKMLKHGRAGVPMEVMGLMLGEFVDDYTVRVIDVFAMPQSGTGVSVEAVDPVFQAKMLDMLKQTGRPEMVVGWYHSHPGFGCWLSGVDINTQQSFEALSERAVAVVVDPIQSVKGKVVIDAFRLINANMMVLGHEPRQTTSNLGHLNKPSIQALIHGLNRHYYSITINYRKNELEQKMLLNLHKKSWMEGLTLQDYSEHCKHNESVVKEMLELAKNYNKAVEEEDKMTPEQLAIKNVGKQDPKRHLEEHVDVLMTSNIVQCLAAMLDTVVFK
SKN-1 block: suppressors of acrylamide-induced Pgst-4::GFP reporter in worms, primary screen, SKN-1 inhibitor project, whole organism, uHTS, GFP/RFP fluorescence ratio, strain VP596. C. elegans VP596 Pgst-4::GFP/RFP ratio, 24 h. inhibition, % at 21.8 µM. 0.49% of 360,000 active;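 active = interference check ratio from 0.5 to 1.5 plus GFP to RFP signal ratio inhibition reaching or exceeding a fixed threshold, cut at about 30% in these data, passing the limit was not always enough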; note: some compounds called inactive have numbers as strong as hits
MT1-MMP act inh: blockers of MT1-MMP proenzyme processing, primary screen, HT1080 RFP-PRO-GFP cells, GFP/RFP fluorescence | GFP/RFP ratio fluorescence, overnight; percent of plate control window, DMSO zero | GFP/RFP ratio change, % at 20 µM | 0.061% of 360,000 active;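 active = GFP/RFP ratio change of at least 30% with cell ATP level not reduced by more than half and red fluorescence within 50% of control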; note: strong numbers were not always called active
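Assay system: RFP-PRO-GFP reporter HT1080 cells; read-out basis: GFP/RFP fluorescence ratio; benchmarks: DMSO wells and RFP-L50D-GFP cells; doses: 20 µM single dose, 1% DMSO; schedule: overnight cell settling, then overnight compound exposure, 37 °C, 5% CO2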
DNMT1 block: human DNMT1 methyltransferase inhibitors, primary screen, biochemical, molecular beacon, fluorescence, HinP1I cleavage, uHTS | DNA (cytosine-5)-methyltransferase 1 (Homo sapiens), P26358 | inhibition (reported as % activation of signal), % at 10 µM | 0.83% of 360,000 active | AID 588458, 2011; in the data active = inhibition above about 50%
The depositor's hits bear a star; i = inactive; x = not tested or not shown.

SMILES	SUMO1-SIM PPI	NRP1-CendR mod	LMPTP inh	STEP block	Scp-1 inhibitor	NadD block	Rpn11 inh	SKN-1 block	MT1-MMP act inh	DNMT1 block
CC(=O)C1=NN(c2ccc(Cl)cc2)C(c2ccc3c(c2)OCO3)N(C(C)=O)N1C (stereo not given)	0.3	3.1	2.0	-1.0	-7.0	-2.3	i	6.8	-8.1	2.7
COc1ccccc1N1CCN(C(=O)c2cc(C(C)(C)C)oc2C)CC1	-3.6	-4.5	0.5	-0.9	-6.2	-0.6	i	-13.7	-3.4	0.9
CCOC(=O)C1CCCN(C2CC(=O)N(c3ccc(C)c(C)c3)C2=O)C1 (stereo not given)	-2.8	14.9	-1.8	-2.7	1.0	-2.4	i	21.6	-4.4	-0.5
N#CC1(P(=O)(c2ccccc2)c2ccccc2)CC1	3.3	9.1	-1.4	-3.9	-1.8	-1.2	i	-18.9	3.7	-0.8
Cc1ccnc(-n2sc3ccccc3c2=O)n1	2.6	-24.5	-1.0	-1.8	70.8*	16.5	i	8.2	-37.1	6.0
Cc1sc(NC(=O)CN2CCOCC2)c(C(=O)c2ccccc2)c1C	0.9	-11.8	-0.3	-1.7	-2.0	-4.3	i	3.6	-6.9	-3.1
Cc1ccc(-c2nnc(COC(=O)c3cccs3)o2)cc1	3.2	10.7	0.7	-0.4	-11.0	-3.5	i	9.9	-2.7	1.1
CSC(=NNC(=O)c1ccc(O)cc1)SC	0.3	-8.3	-2.8	-3.2	1.1	-3.9	i	-5.0	7.6	3.4
Cn1cccc1/C=N/N1CCN(c2ccccc2)CC1	2.1	-18.4	-1.3	-1.5	-3.3	1.1	i	-3.1	2.0	-0.1
CC1Sc2ccc(C(=O)N3CCCC(C(F)(F)F)C3)cc2NC1=O (stereo not given)	-8.3	3.8	0.0	-2.2	-3.5	4.4	i	6.4	-7.5	1.9
COc1ccc(N2CCN(C(=N)/C(C(C)=O)=C(\C)O)CC2)cc1	0.4	1.8	-1.6	0.2	0.2	-0.3	i	-15.7	-0.4	2.6
CSc1ccc(-c2nc(CN(C)C3CCOC3)c(C)o2)cc1 (stereo not given)	-1.6	-6.0	-0.2	-2.6	-4.0	-4.8	i	7.1	-1.5	-0.2
CC(=O)c1cccc(-c2ccnc3c2CC(C(=O)Nc2cccc(N(C)C)c2)O3)c1 (stereo not given)	8.5	1.9	0.3	-0.3	x	-5.5	i	8.1	-3.1	-0.7
C[C@H]1[C@H]2c3nc4ccccc4n3C[C@H]1ON2C1CCCCC1	4.1	15.9	-1.4	-1.5	-8.5	-5.0	i	-2.7	-1.1	3.7
CCN1C(=O)C(C)S/C1=N\S(=O)(=O)c1ccc(Cl)s1 (stereo not given)	0.8	-5.5	0.0	-4.0	0.6	-1.9	i	3.9	4.1	2.4
Cc1cccnc1NC(=S)Nc1ccc(Br)cc1Cl	-4.2	-8.4	0.8	1.5	0.2	10.8	i	4.4	2.8	0.6
CC(C)NC(=O)C1(c2ccccc2)CCOCC1	-1.4	9.0	-2.5	-0.8	-9.6	-2.0	i	0.1	2.3	-1.5
CC1=C(C(=O)N(C(C)C)C(C)C)CC(CC(=O)NC2CC2)C(=O)N1CCC1=CCCCC1 (stereo not given)	-3.0	10.2	-0.9	2.5	x	-0.3	i	14.7	0.6	-7.2
O=C(NC1CCCC1)C(c1ccncc1)N(C(=O)c1csnn1)c1cccc(F)c1 (stereo not given)	-0.9	4.1	-1.9	-0.7	-2.3	-1.0	i	-6.0	-1.2	0.1
O=C(COc1ccc(Cl)cc1Cl)Nn1c(=S)[nH]c2ncccc2c1=O	16.0	-4.0	0.5	-0.4	-7.6	5.3	i	13.5	5.2	0.3
COc1ccc(S(=O)(=O)NCC(=O)N(CC(=O)NCc2ccco2)C2CCCC2)cc1	2.6	5.3	-0.7	-1.3	-2.3	2.1	i	7.5	2.7	0.0
O=C(CC1Nc2cccc3cccc(c23)NC1=O)Nc1ccccc1 (stereo not given)	-5.7	5.2	1.8	-3.4	2.7	15.0	i	3.4	3.8	-31.3
Cn1ncc(Br)c1NC(=O)CSc1ccc(Cl)cc1	-0.6	1.9	-1.2	-3.0	-6.6	-0.4	i	0.2	-0.8	2.8
O=C(NCCCCCCNC(=O)c1ccccc1O)c1ccccc1O	4.9	-1.5	0.9	-2.0	-22.2	-8.0	i	5.9	-0.6	-3.3
Clc1ccc(-c2nc3ccccn3c2CN2CCOCC2)cc1	-0.2	-8.0	1.4	-0.9	5.6	1.8	i	26.0	-4.1	4.5

Whole records, quoted from the list:
Record of `O=C(NC1CCCC1)C(c1ccncc1)N(C(=O)c1csnn1)c1cccc(F)c1` (stereo not given) → SUMO1-SIM PPI: -0.9; NRP1-CendR mod: 4.1; LMPTP inh: -1.9; STEP block: -0.7; Scp-1 inhibitor: -2.3; NadD block: -1.0; Rpn11 inh: i; SKN-1 block: -6.0; MT1-MMP act inh: -1.2; DNMT1 block: 0.1
Record of `O=C(CC1Nc2cccc3cccc(c23)NC1=O)Nc1ccccc1` (stereo not given) → SUMO1-SIM PPI: -5.7; NRP1-CendR mod: 5.2; LMPTP inh: 1.8; STEP block: -3.4; Scp-1 inhibitor: 2.7; NadD block: 15.0; Rpn11 inh: i; SKN-1 block: 3.4; MT1-MMP act inh: 3.8; DNMT1 block: -31.3

The listing continues:
SMILES	SUMO1-SIM PPI	NRP1-CendR mod	LMPTP inh	STEP block	Scp-1 inhibitor	NadD block	Rpn11 inh	SKN-1 block	MT1-MMP act inh	DNMT1 block
O=C(Nc1ccccc1Cl)c1cc(C2CCCCN2C(=O)C2CCCCC2)on1 (stereo not given)	-3.0	-2.4	1.4	0.6	x	0.0	i	-14.7	-5.5	-0.1
Cn1c(O)c(N=NC(=O)Cn2c(C(F)(F)F)nc3ccccc32)c2ccccc21	-8.1	-5.3	-0.6	-3.2	-4.6	1.1	i	5.8	3.4	-1.9
CCCCSc1nnc(-c2ccccc2NC(C)=O)c(=O)[nH]1	-0.1	-2.0	-0.7	-0.3	-4.1	-6.2	i	8.9	-0.8	1.1
CCc1ccccc1NC(=O)CN1CCN(CC(=O)NCc2ccc(Cl)cc2)CC1	8.1	-3.5	-0.2	2.7	-2.2	-2.3	i	1.2	4.2	0.8
Cc1cccc(NC(=O)CSc2nnc(-c3ccccc3C)o2)c1	4.2	-0.7	2.2	-12.4	-10.7	-2.6	i	3.2	0.6	-2.6
Cc1cc(CN(C)Cc2c(C(=O)N3CCCCCCC3)nc3ccc(Cl)cn23)n[nH]1	-1.0	-3.8	-0.8	3.0	-5.6	0.2	i	1.4	-1.4	-1.6
CCC(=O)Nc1cccc(C(=O)N(Cc2ccccc2)Cc2ccccc2)c1	-0.7	-2.3	0.6	-2.2	-14.6	-1.3	i	7.0	0.8	-3.9
Cc1ccc(O)c(C(=O)c2cnc(/N=C(\N)N(C)C)nc2)c1	3.9	6.9	-0.1	0.1	-1.8	3.0	i	8.2	-4.5	0.9
COc1ccc2nc(Nc3nc(-c4ccncc4)cs3)sc2c1	4.4	-9.7	2.0	5.3	0.4	21.5	i	5.2	-2.3	15.7
CSc1ncccc1C(=O)N1CCN(S(=O)(=O)c2ccc3ccccc3c2)CC1	-9.8	4.5	-0.4	-1.6	-1.1	3.9	i	5.6	0.9	2.0
Cc1ccc(C)c(-n2[nH]c3c4c(ccc3c2=O)C(=O)c2ccccc2C4=O)c1	10.4	1.5	3.5	4.9	-1.7	25.1	i	5.2	6.5	-0.3
Cc1ccc(OCCCCn2ccnc2C)c(C)c1	-1.2	-4.0	-1.2	1.4	-9.7	-14.3	i	-1.4	-2.7	1.9
CC(=O)N(c1ccccc1C)C1CCCC1	0.1	14.7	-0.3	1.4	-12.6	-1.3	i	-8.0	0.2	1.5
C=CCC(O)(CC=C)C(C)N (stereo not given)	-2.6	-28.9	-0.5	-0.7	6.6	-6.6	i	-14.6	-1.0	-2.3
COc1ccc(NC(=O)C2CCCN2C(=O)Nc2ccccc2)cc1OC (stereo not given)	-1.4	5.6	0.4	-1.6	0.3	-6.2	i	6.6	-2.6	-1.2
CN(NC(=O)/C=C/C(=O)O)c1ncc(C(F)(F)F)cc1Cl	-0.2	14.0	-2.3	-0.9	-3.7	-0.5	i	6.0	0.3	1.2
CCN1C(=O)[C@H]2[C@@H](c3ccc(OC)cc3)N[C@]3(CCCN(Cc4ccco4)C3=O)[C@H]2C1=O	2.7	0.9	-2.4	-2.2	x	1.6	i	14.9	4.7	3.9
Cc1cccc(Cn2c(SCCN3CCCCC3)nc3c2c(=O)[nH]c(=O)n3C)c1	2.1	2.7	-1.7	-3.6	4.2	-3.2	i	21.1	0.7	2.3
Cc1nn(-c2ccccc2)c(-n2cccc2)c1C(=O)O	-2.7	-2.7	-1.5	1.7	-7.4	-2.1	i	4.1	1.0	2.0
CC(C)(C)c1ccc(C(=O)NCCC(=O)N2CCN(c3ncccn3)CC2)cc1	1.0	10.4	0.5	-4.5	5.6	0.3	i	1.9	4.2	0.1
O=C(Oc1ccc2c(=O)c(Oc3ccc4ccccc4c3)coc2c1)c1ccco1	14.6	6.5	3.3	-1.8	-15.2	-5.3	i	-15.3	1.8	2.6
C=CCNC(=S)N/N=C/c1ccccc1OCCOc1ccccc1	-6.8	10.5	-2.2	-1.7	-5.0	4.9	i	-9.1	-0.2	2.8
O=C(Nc1ccc2c(c1)OCO2)C1Cc2c(-c3cccnc3)ccnc2O1 (stereo not given)	2.7	-3.9	-1.7	1.9	x	-3.8	i	-4.0	2.1	0.5
O=S(=O)(Nc1cccc(-c2cn3c(n2)SCC3)c1)c1ccc(F)cc1F	6.6	-4.9	-1.0	0.4	-1.6	4.7	i	8.5	1.3	-3.5

Limited to NRP1-CendR mod and NadD block, for 3 of the compounds above:
mol	NRP1-CendR mod	NadD block
CC(=O)N(c1ccccc1C)C1CCCC1	14.7	-1.3
C=CCC(O)(CC=C)C(C)N (stereo not given)	-28.9	-6.6
COc1ccc(NC(=O)C2CCCN2C(=O)Nc2ccccc2)cc1OC (stereo not given)	5.6	-6.2
